Assay outcomes deposited in PubChem by several laboratories.
rCAG binder: molecules binding r(CAG) RNA repeats. r(CAG) RNA repeat, TO-PRO-1 dye displacement fluorescence. AID 651821. inhibition, % at 3 µM. hit rate 1.3% among 370,000;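 active = inhibition above the plate cutoff, the mean of all test compounds on that plate plus 3 SD, cut at about 35% in these data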;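 also: 0% = DMSO alone and 100% = 100 µM mitoxantrone as full dye displacement; higher means more dye released from RNA so lower well fluorescence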
NPR2 activator: GC-B (human) receptor activation; P20594; HEK293-GC-B cells, CNP EC30, cGMP TR-FRET; 0% at EC30 CNP, 100% saturating CNP; activation, % at 10 µM; hit rate 0.11% among 370,000; AID 1920062;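 active = activation at 10 µM reaching about 35% in either raw or pattern-adjusted values, limit read from the data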
TCR-CD3 inh: inhibitors of human TCR-CD3 interaction. TAMRA-labeled TCR probe fluorescence, biochemical. inhibition, % at 9.4 µM. hit rate 0.37% among 360,000. AID 651800; in the data active = inhibition above about 19%;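 also: recombinant mutant TCR 2C K166C tagged with TAMRA read by polarization; 0% = receptor in buffer alone and 100% = receptor with positive control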
PRMT1 inh: blocks human protein arginine methyltransferase 1; recombinant PRMT1, activity-based probe fluorescence polarization; AID 652257; hit rate 1.3% among 370,000; inhibition, % at 2.79 µM;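 active = inhibition above about 21% made by adding two undisclosed values, limit read from the data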
SIAE primary: blocks human sialic acid acetylesterase; SIAE FP-Rh probe binding, fluorescence polarization; inhibition, % at 9.66 µM; hit rate 0.69% among 370,000;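 active = inhibition above a cutoff: mean of compounds within the control limits plus 3 SD of those, cut at about 17% in these data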;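 also: 0% = plate median of compound wells and 100% = probe without SIAE protein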
TDP2 absorb: TDP2 (human) inhibition, absorbance primary screen | O95551 | recombinant TDP2, T5PNP hydrolysis, p-nitrophenol absorbance 415 nm | inhibition, % at 12.8 µM | hit rate 0.34% among 370,000 | AID 720702;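 active = inhibition above the mean of all tested compounds plus 3 SD, set per campaign, cut at about 25% in these data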;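 also: 0% = DMSO with enzyme and 100% = buffer with substrate but no TDP2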
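Material: recombinant human TDP2; quantity: TDP2 enzyme at 120 nM final; medium: Tris-HCl pH 7.5 with MgCl2; compound: single concentration, 12.8 µM nominal, with 1% DMSO; incubation: 2 h enzyme incubation at 37 °C; signal: epi absorbance; measure: percent inhibition; benchmarks: high control without enzyme, low control DMSO plus TDP2; repeats: singlicate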
mABHD4 FP: ABHD4 (mouse) inhibition, primary FP screen; Q8VD66; purified mABHD4, FP-Rh probe fluorescence polarization; inhibition, % at 8.92 µM; hit rate 0.54% among 370,000;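 active = inhibition exceeding the mean over every tested compound plus 3 SD, cut at about 30% in these data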;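 also: 0% = plate median of compound wells and 100% = S159A mutant with DMSO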
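System: mouse ABHD4 enzyme, wild type / Medium: HEPES pH 7.0, NaCl, Pluronic buffer / Reagent: FP-Rh activity-based fluorescent probe / Control set: S159A mutant high control, sample median low control / Detection: fluorescence polarization with parallel and perpendicular emission, 525/598 nm / Schedule: 45 min + 60 min at 25 °C / Compound dosing: 8.92 µM, single dose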
HTRA1 inhibitor: inhibitors of human serine peptidase HTRA1. Q92743. recombinant HTRA1, FP-rhodamine activity-based probe, fluorescence polarization. inhibition, % at 5.96 µM. hit rate 0.5% among 340,000. AID 504803; in the data active = inhibition above about 36%;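 also: 0% = enzyme with DMSO and 100% = wells lacking enzyme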
Target sequence (Q92743 whole entry, looked up): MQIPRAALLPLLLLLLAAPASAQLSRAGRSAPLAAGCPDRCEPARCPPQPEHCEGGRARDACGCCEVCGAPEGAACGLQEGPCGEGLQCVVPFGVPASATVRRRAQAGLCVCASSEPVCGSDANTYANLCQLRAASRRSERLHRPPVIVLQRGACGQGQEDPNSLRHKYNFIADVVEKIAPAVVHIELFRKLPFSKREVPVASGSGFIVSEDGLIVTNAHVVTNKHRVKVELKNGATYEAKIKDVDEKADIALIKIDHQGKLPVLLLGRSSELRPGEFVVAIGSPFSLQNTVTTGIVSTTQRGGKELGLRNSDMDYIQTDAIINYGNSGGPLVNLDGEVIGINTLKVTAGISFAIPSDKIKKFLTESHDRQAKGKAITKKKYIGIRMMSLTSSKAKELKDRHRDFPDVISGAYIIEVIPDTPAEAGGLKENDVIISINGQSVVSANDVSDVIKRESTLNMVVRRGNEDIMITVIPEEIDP
MBD2 inh: blocks human MBD2 binding to methylated DNA; Q9UBB5; inhibition, % at 4.4 µM; TR-FRET, MBD2 binding to methylated oligonucleotide; hit rate 0.31% among 370,000; in the data active = inhibition above about 13%
Target sequence (Q9UBB5 whole entry, looked up): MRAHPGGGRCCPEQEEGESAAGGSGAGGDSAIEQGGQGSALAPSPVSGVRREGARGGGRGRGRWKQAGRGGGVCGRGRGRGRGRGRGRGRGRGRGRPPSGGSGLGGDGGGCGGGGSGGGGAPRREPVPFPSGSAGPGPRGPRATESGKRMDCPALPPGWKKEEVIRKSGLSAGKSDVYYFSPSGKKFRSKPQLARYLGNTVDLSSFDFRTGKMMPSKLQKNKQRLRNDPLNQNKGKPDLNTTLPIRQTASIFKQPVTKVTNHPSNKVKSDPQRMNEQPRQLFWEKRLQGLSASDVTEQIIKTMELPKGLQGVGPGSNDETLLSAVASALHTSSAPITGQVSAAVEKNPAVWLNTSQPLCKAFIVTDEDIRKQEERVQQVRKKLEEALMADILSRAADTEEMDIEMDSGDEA
LEDGF integ inh: blocks HIV-1 LEDGF/p75-dependent DNA integration | hit rate 0.64% among 370,000 | inhibition, % at 3.7 µM | TR-FRET IN-LEDGF/p75 DNA integration, Eu/Cy5;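 active = inhibition above the screen-wide mean plus 3 SD, cut at about 13% in these data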;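 also: signal is the Cy5 over europium emission ratio at 671 and 618 nm; 0% = plate median of compound wells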
Starred values were filed as active, the others as inactive; · = not tested or not shown. An excerpt; count on the stated rates, not on these rows.

Fields – rCAG binder, MBD2 inh, LEDGF integ inh, SIAE primary, TDP2 absorb, TCR-CD3 inh, mABHD4 FP, PRMT1 inh, NPR2 activator, HTRA1 inhibitor
Cc1ccc(NC(=O)c2ncn(CCCN3CCN(c4ccccn4)CC3)n2)cc1C
  0.6, 2.8, -1.4, 0.8, -8.6, 2.8, 0.8, 1.2, -1.6, 5.1
COc1ccc(OC)c(NC(=O)NCc2ccc(F)cc2)c1
  -2.4, 4.5, -0.7, -1.5, -4.4, 6.2, 3.9, 3.4, -2.5, 1.4
O=C(Nc1cccc(S(=O)(=O)N2CCOCC2)c1)C1CCCCN1S(=O)(=O)c1ccccc1 (stereo not given)
  2.4, -1.1, 0.4, 1.2, 6.4, 0.3, 2.6, 1.2, 3.8, 2.4
O=C(c1ccc(F)cc1)n1cc(C(=S)N2CCOCC2)c2ccccc21
  -3.1, 3.6, -0.8, 3.1, 3.0, -1.4, 7.5, -1.4, 1.0, -7.8
O=C(Cn1cnc2ccccc2c1=O)NCc1ccc2c(c1)OCO2
  0.7, 1.4, 1.2, -2.6, -0.4, 2.3, 4.8, 0.0, 5.3, -4.5
O=C(O)c1cccc(-c2ccc(/C=C3/SC(=Nc4ccccc4)N(Cc4cccnc4)C3=O)o2)c1
  15.1, 6.5, -3.7, -6.2, 9.8, 6.0, -6.3, 11.0, -1.7, -4.7
COc1cccc(-n2nnnc2SCC(=O)NCCc2ccccc2)c1
  -6.7, -0.7, -3.0, -4.5, 2.0, 0.5, -4.6, 1.5, 0.1, -4.7
O=C1CCCC/C1=C/Nc1ccc(S(=O)(=O)Nc2ncccn2)cc1
  6.8, 3.7, -2.3, 6.3, 14.3, 2.3, 13.7, 0.6, 2.1, 2.2
CNc1c([N+](=O)[O-])cnn1-c1ccc(Cl)cc1
  -0.4, -3.5, 2.3, 0.9, -2.0, 0.8, 0.5, 1.6, 4.6, 1.3
COc1ccc(C(=O)C2CCCN(S(=O)(=O)N(C)C)C2)c(C)c1 (stereo not given)
  -4.8, 3.6, -4.6, 1.2, 4.2, -0.7, 2.6, -6.3, 7.6, 2.4
COC(=O)N(C)C[C@H]1OCc2cn(nn2)CCCC(=O)N([C@H](C)CO)C[C@@H]1C
  2.5, 1.1, 1.7, -6.9, 0.7, 3.3, 2.5, -2.2, 1.8, ·
CSc1ccccc1OCc1cc(C(=O)N2CCc3c(Cl)cccc3C2)no1
  3.4, 0.7, -3.0, 0.4, 16.8, -1.7, -1.4, 4.6, 7.0, -15.3
O=C(c1cc(S(=O)(=O)Nc2ccccc2F)c(Cl)cc1Cl)N1CCN(CCO)CC1
  0.5, 3.3, -0.8, -4.8, -7.8, -2.0, 3.6, 2.2, 1.4, 2.0
Cc1nc2nc[nH]c2cc1Br
  1.2, 3.0, 2.7, -0.6, 4.8, 1.7, 5.6, -3.9, 3.2, 3.0
COc1ccc(N(C(=O)c2cccnc2)S(=O)(=O)c2cccc([N+](=O)[O-])c2)cc1
  -5.7, -4.8, 1.6, 0.7, 0.5, 6.3, -7.5, 1.2, -0.5, -1.4
CCN(CC)c1ccc([N+](=O)[O-])cc1C(=O)N1CCOCC1
  -4.0, -5.2, 0.0, -2.7, -19.3, 4.8, 0.9, -2.6, 0.2, -0.5
C=CCOc1ccc(Cl)cc1CNCCCN1CCOCC1
  -2.6, -2.9, 3.6, -5.4, -22.7, -0.7, -7.5, -0.9, -4.1, -3.5
O=C(NCc1cccnc1)c1cc([N+](=O)[O-])ccc1N1CCOCC1
  -1.6, -0.7, -2.1, -0.2, 11.2, -5.2, 4.6, -3.2, 2.0, 1.3
OCCN1CCN(c2nc(-c3ccccc3)c3cc(Br)ccc3n2)CC1
  5.1, -1.5, -5.3, 0.6, -21.2, 0.8, -9.0, 9.6, 6.6, 2.2
Cc1[nH]ncc1Nc1c(C(C)C)cccc1C(C)C
  2.0, 1.0, -0.6, 10.5, 3.0, 2.5, 8.9, 4.7, -3.9, ·
O=C(CCS(=O)(=O)c1ccc2c(c1)NC(=O)CS2)NCCc1ccc(Cl)cc1
  0.3, 0.3, 0.3, 0.4, -13.1, 5.0, -4.9, -2.1, -1.7, -7.6
CC(C)CN(CC(C)C)c1ccc(/C=N/n2cnnc2)cc1[N+](=O)[O-]
  -4.3, 1.1, -0.6, 4.1, -9.9, 6.2, -1.5, -4.8, -3.6, -17.0
Cc1nc2scc(C)n2c(=O)c1S(=O)(=O)NCc1ccc(F)cc1
  1.1, 2.8, 0.7, -0.5, 24.9*, -3.3, 3.5, -0.9, 1.0, -1.1
CC(=O)Nc1ccccc1C(=O)C(=O)Nc1ccc(Cl)cc1
  -3.2, -3.8, 4.3, 0.8, -9.5, -1.6, 4.7, -0.2, 3.6, 3.7
Cc1ccc(O)c(-c2cc(C(=O)Nc3c(C)n(C)n(-c4ccccc4)c3=O)[nH]n2)c1
  8.0, 3.7, -4.9, -1.2, -3.8, -4.4, -1.0, 1.6, -3.5, 1.8
O=C(CCc1nnc(C2CCCCC2)o1)N1CCCCC1CCn1cccn1 (stereo not given)
  -5.8, -4.0, -1.9, -7.7, -2.6, 4.3, -4.0, -1.4, 6.2, -10.3
CCOC(=O)C1=C(C)N(CCCCCC(=O)O)C(=O)NC1c1ccc(Cl)cc1 (stereo not given)
  7.5, -7.2, -0.8, 5.1, 1.7, 1.3, 2.7, -0.6, -9.7, 6.1
O=C1CC(N(O)C2CC(=O)N(Cc3ccccc3)C2=O)C(=O)N1Cc1ccccc1 (stereo not given)
  5.1, -0.4, 1.1, -0.1, -3.7, -5.1, -6.8, 8.8, 5.3, -17.6
CC1CCCN(CCOc2ccc3ccccc3c2Br)C1 (stereo not given)
  -1.5, -2.6, 2.8, 1.3, 4.0, 2.3, 12.6, -2.4, -6.0, -2.8
CCCCn1nnnc1C(c1ccccc1)N1CCN(c2cc(C)ccc2C)CC1 (stereo not given)
  3.8, 1.3, -3.5, 1.3, -2.6, -5.4, -3.7, -0.1, -0.8, ·
Cc1cc(Br)ccc1NC(=O)c1sc2ncnc(N3CCN(c4ccccn4)CC3)c2c1C
  2.3, -0.4, -1.8, 7.3, 11.7, 8.2, -3.4, -4.1, -0.7, 4.8
CCn1c(SCc2cccc(F)c2)nnc1-c1cccnc1
  -2.2, -1.4, 0.7, 4.1, 15.9, 2.7, -4.5, -3.5, -4.2, 4.5
CCOC(=O)c1ccccc1NC(=O)CSc1nc2ccccc2n1CC(=O)N1CCCC1
  16.4, 2.0, -3.0, -3.1, 10.9, -3.6, -2.8, -0.4, 9.0, -3.9
CNc1nc(C(=O)O)nc(N2CCOCC2)n1
  -2.7, 4.0, 2.5, -2.1, -1.1, 4.3, 9.1, 1.6, 7.3, -5.8
Cc1ccc(C(=O)N/C(=C/c2ccccc2)C(=O)NCC2CCCO2)cc1 (stereo not given)
  -3.0, 1.8, 2.1, -0.1, -2.5, 1.9, -3.4, 1.0, -2.0, 0.9
CCC(NC(=O)OC(C)(C)C)C(=O)Oc1ccc2c3c(c(=O)oc2c1)CCC3 (stereo not given)
  -7.3, -0.5, -1.5, 9.5, -1.6, 2.2, 3.8, 0.3, -0.5, -4.5
CN(C(=O)c1ccc(-c2ccccc2)cc1)C1CCCCC1
  -8.1, 2.4, -4.5, 7.9, 1.5, -3.2, 3.0, 2.6, -5.3, ·
CN(c1ccccc1)S(=O)(=O)c1cccc(C(=O)Nc2nn[nH]n2)c1
  1.9, -2.6, 3.3, -0.5, 5.0, 2.6, 2.8, -5.5, 4.9, 0.3
N#Cc1ccccc1NC(=O)COC(=O)/C=C/c1ccc(S(=O)(=O)N2CCOCC2)cc1
  -0.9, 2.2, 6.8, 0.3, -5.3, 2.0, -8.1, -3.9, -6.7, -1.0
O=C(NCC(O)c1ccc([N+](=O)[O-])cc1)c1cccc(S(=O)(=O)N2CCOCC2)c1 (stereo not given)
  -1.1, -5.0, 3.0, -5.2, 9.9, 7.9, -0.4, 0.5, -4.4, -4.7
O=C1CC(C(=O)N2CCOCC2)C2(CCCCC2)O1 (stereo not given)
  -2.3, -1.2, 0.4, 1.9, -2.9, 5.3, 0.3, -2.6, 1.8, -10.2
CCN(CCNC(=O)Nc1ccc(Cl)cc1)c1ccccc1
  -1.3, -1.1, 2.0, 12.1, -10.3, -1.0, -1.0, 4.0, 0.5, -10.2
COc1cccc(-c2c(-c3cc(OC)cc(OC)c3)n(C)c3ccc(-c4ccc5cc[nH]c5c4)cc23)c1
  11.5, -2.9, 2.4, -1.5, -4.8, 4.8, 3.6, -2.1, 3.2, 2.8
CC(C)(C)C(=O)NC(n1cnc2c(N3CCOCC3)ncnc21)C(Cl)(Cl)Cl (stereo not given)
  -5.2, -2.0, 0.6, -5.2, 1.2, -2.7, 9.1, 4.1, 3.4, -1.0
O=C(COc1ccccc1F)Nc1nnc(C2CCCC2)s1
  -1.1, 5.8, 0.0, 9.6, 3.8, 5.4, -3.1, -4.9, 3.5, -8.1
C=CCn1c(SCC(=O)NCCO)nc2sc(C)c(C)c2c1=O
  -2.0, -1.7, -3.0, 2.2, -1.7, 0.9, -2.3, 0.9, -7.0, 2.9
CC1CCN(C(=O)c2ncn(Cc3ccccc3)c2C(=O)N2CCC(C)CC2)CC1
  -2.6, 6.5, 1.2, -9.0, -9.1, -11.7, -12.2, 5.7, 1.0, 3.2
CCn1c(CCl)nc2cc(S(=O)(=O)N3CCOCC3)ccc21
  0.8, 0.8, 1.2, 17.8*, -4.8, 2.2, 2.1, -0.8, 14.3, ·
COc1cc2ncnc(NCc3cc(F)ccc3F)c2cc1OC
  -2.6, 2.8, 4.3, 1.6, -1.8, 11.2, 6.6, -0.7, 4.9, -12.9
CN1CC[n+]2cnc3ccccc3c21
  -2.5, 1.6, 3.0, -2.5, -8.1, -1.9, 0.3, -2.6, 5.1, 1.3
C=CCc1cc(C=O)cc(OC)c1OCc1ccc(Cl)cc1
  -6.2, 0.6, 1.6, 0.6, -1.9, -4.8, -12.9, 3.4, -17.5, -53.8
CN(CCc1ccccn1)C(=O)Nc1ccc(C(C)(C)C)cc1
  -7.2, -7.4, -3.8, 6.4, -3.7, 0.6, -2.7, -0.6, -13.6, 11.7
Cc1onc(-c2ccccc2)c1C(=O)Nc1ccc(Cl)c(S(=O)(=O)N2CCOCC2)c1
  5.0, 3.2, 4.8, -3.7, -7.2, -3.5, -10.0, -2.0, 5.8, 3.1
COc1ccccc1NC(=O)c1c(N=Cc2cccc([N+](=O)[O-])c2)cnn1C
  -0.3, -1.6, -1.8, -2.1, 13.4, -1.3, 3.9, -3.8, 6.0, ·
CCN1CCCC1CNC(=O)c1csc2c1CCCC2 (stereo not given)
  5.8, 1.3, 1.9, 4.4, -6.8, 1.8, 1.1, -1.8, 2.8, -1.0
CCc1noc(C)c1C(=O)OCC(=O)N1CCc2ccccc21
  1.4, 0.4, 0.9, -2.4, -8.7, 1.7, 2.5, -1.6, 3.0, -1.1
N#Cc1cccc(C(=O)OCC(=O)c2ccc3c(c2)NC(=O)CO3)c1
  6.3, -4.4, 5.2, -4.5, -19.6, -8.4, 8.2, -0.8, 3.2, 3.2
CN(C)C(/C=C/Nc1cccc(Br)c1)=C(C#N)C#N
  1.0, -2.7, -1.9, -2.6, -0.9, -4.0, -3.1, 3.5, -1.2, ·
